# Bioassay records as filed in PubChem BioAssay.
# SR-BI uptake up: enhances SR-BI lipid uptake from DiI-HDL. AID 504775. activation, % at 12.5 µM. 320,000 compounds, 0.096% hits. CHO ldlA[mSR-BI] cells, DiI-HDL uptake fluorescence, 3 h; 100 = double the neutral-control signal;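 active means mean replicate activation of at least 60% and every replicate at or above 60%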;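 further: 0% = median plate neutral-control signal and 100% = twice that signal; values of inactives mirror those of a sister screen read the other way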
#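 material = CHO ldlA[mSR-BI] cells | medium = Ham's F12 with 0.5% BSA, HEPES 25 mM, pH 7.4 | reagent = fluorescent DiI-HDL, 10 µg/mL final | compound dosing = single-point compound dose | incubation = 3 h, 37 °C | measured by = bottom-read fluorescence, 550/595 nm | measure = HDL uptake via cellular fluorescence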
# PKA-R2B activ: activators of human PKA-R2B complex | P22694+P31323 | AID 504700 | 340,000 compounds, 0.079% hits | activation, % at 11.4 µM | PKA-R2B holoenzyme dissociation, Cy5-IP20 fluorescence polarization; R2B truncated from residue 108, S112A mutant; 0% DMSO only, 100% 113 µM cGMP;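 active means activation above a cutoff set at the mean over all compounds plus 3 SD, cut at about 18% in these data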;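 further: higher means more holoenzyme dissociation and a rise in polarization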
# Target sequence (P31323 whole entry, looked up, other chains not shown, the tested form may be a part): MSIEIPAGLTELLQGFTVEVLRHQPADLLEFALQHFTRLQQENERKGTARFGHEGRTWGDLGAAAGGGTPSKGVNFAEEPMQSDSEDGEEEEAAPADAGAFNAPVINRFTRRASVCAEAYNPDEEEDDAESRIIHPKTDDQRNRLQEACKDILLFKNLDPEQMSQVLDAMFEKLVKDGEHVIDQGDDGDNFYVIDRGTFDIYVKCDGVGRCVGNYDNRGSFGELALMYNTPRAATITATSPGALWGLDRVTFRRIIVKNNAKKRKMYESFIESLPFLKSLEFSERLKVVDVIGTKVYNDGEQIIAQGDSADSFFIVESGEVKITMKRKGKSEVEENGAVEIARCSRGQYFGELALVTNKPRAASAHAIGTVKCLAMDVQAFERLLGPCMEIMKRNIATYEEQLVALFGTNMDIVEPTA
# DAGLB inh: diacylglycerol lipase beta (human) inhibition; AID 504411; inhibition, % at 5.17 µM; HEK293T DAGLB membrane lysate, EnzChek fluorogenic substrate; Q8NCG7; 340,000 compounds, 0.059% hits; in the data active means inhibition above about 34%;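 further: 0% = enzyme with vehicle and 100% = wells lacking enzyme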
# Target sequence (Q8NCG7 whole entry, looked up): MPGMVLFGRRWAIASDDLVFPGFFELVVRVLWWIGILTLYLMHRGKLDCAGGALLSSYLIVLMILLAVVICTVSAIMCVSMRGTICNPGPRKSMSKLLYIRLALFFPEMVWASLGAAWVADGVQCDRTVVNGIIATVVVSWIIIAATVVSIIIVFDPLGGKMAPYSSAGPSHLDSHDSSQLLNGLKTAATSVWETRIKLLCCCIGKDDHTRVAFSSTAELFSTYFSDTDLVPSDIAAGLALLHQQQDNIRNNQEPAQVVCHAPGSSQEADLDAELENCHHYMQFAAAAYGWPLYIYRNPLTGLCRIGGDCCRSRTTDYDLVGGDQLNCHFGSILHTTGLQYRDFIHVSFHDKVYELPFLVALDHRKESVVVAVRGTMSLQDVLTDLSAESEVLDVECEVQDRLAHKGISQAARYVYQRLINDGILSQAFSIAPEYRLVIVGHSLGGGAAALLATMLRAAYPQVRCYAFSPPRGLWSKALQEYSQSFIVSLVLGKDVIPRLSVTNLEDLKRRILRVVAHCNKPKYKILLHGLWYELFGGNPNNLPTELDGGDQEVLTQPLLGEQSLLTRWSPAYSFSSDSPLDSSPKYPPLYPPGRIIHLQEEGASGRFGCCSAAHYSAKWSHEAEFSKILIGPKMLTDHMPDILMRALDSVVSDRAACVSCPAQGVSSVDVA
# LANA DNA inh: inhibitors of KSHV LANA C-terminal domain DNA binding | MBP-C-LANA/FAM-LBS DNA binding, fluorescence polarization | inhibition, % at 9 µM | 340,000 compounds, 0.078% hits;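 active means highest replicate inhibition at or above 60% at 9 µM, even if other replicates fall short; inactive means all replicates below 60% inhibition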;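 further: 0% = neutral control wells and 100% = 4 µM acridine orange control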
# SR-BI HDL uptake: inhibitors of mouse SR-BI mediated HDL lipid uptake; ldlA[mSR-BI] CHO cells, DiI-HDL uptake fluorescence, 3 h; inhibition, % at 12.5 µM; 320,000 compounds, 0.96% hits;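 active means mean replicate inhibition of at least 70% and a set share of replicates each scoring 70 or more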;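 further: 0% = median of neutral control wells and 100% = median of positive control wells; values of inactives mirror those of a sister screen read the other way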
# PvdQ inh: blocks Pseudomonas aeruginosa PvdQ acylase activity | purified PvdQ acylase, fluorescence plate reader | AID 488965 | inhibition, % at 10 µM | 340,000 compounds, 0.063% hits; in the data active means inhibition above about 30%, passing the limit was not always enough;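 further: 0% = vehicle neutral wells and 100% = reference inhibitor wells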
# Cardiac RTF inh: cardiac RTF calcium desensitization. P19429+P45379. IANBD-labeled cardiac RTF, Ca2+ fluorescence. inhibition, % at 7.15 µM. 340,000 compounds, 0.12% hits;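 active means inhibition above the mean inhibition of all tested compounds plus 3 SD, cut at about 17% in these data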;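 further: assay run at fixed EC70 calcium of 1.6 mM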
# Arrestin-AP2 inh: inhibitors of human beta-arrestin and AP2 interaction | inhibition, % at 10 µM | FITC-arrestin peptide / GST-AP2 beads, flow cytometry; AP2 beta2 appendage carries R879A mutation | 340,000 compounds, 0.31% hits;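 active means inhibition above a set limit, near 3 SD of compounds lacking own fluorescence, cut at about 54% in these data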;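 further: plate controls were DMSO wells for no effect and 5 µM unlabelled arrestin peptide for full effect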
#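 Material – GST-tagged AP2 beta2-adaptin appendage (R879A) on 4 µm glutathione beads · Probe or stimulus – fluorescein-tagged arrestin peptide at 50 nM final · Timing – 12 min plus 1 h, RT · Detection – bead flow cytometry, FITC channel · Read-out basis – inhibition as reduced fluorescein signal on beads, percent · Medium – PBS plus Tween 20 (0.05%) and BSA (0.1%)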
# Keap1-Nrf2 PPI: disrupts human Keap1 binding to Nrf2 peptide; Q14145; Keap1 Kelch-Nrf2 peptide fluorescence polarization, 1536-well; inhibition, % at 9.4 µM; 340,000 compounds, 0.15% hits; in the data active means inhibition above about 12%;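 further: human Keap1 Kelch domain with fluorescein labeled Nrf2 9mer peptide probe; 0% = neutral control wells and 100% = peptide positive control; higher means more block of Keap1 binding to Nrf2 peptide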
# NSD2 inh: inhibitors of human histone methyltransferase NSD2 | AID 743445 | NSD2 peptide methylation, AlphaScreen, 120 min | inhibition, % at 12.5 µM | O96028 | 310,000 compounds, 0.54% hits; in the data active means inhibition above about 50%
# The depositor's hits bear a star; . = no result given.
SMILES,SR-BI uptake up,PKA-R2B activ,DAGLB inh,LANA DNA inh,SR-BI HDL uptake,PvdQ inh,Cardiac RTF inh,Arrestin-AP2 inh,Keap1-Nrf2 PPI,NSD2 inh
COc1ccc(NC(=O)CSCC(=O)Nc2cccc(S(=O)(=O)N3CCCCCC3)c2)cc1,-15,-3,0,0.1,15,-5,1,6,-4,3
O=C1CCN(Cc2ccccc2)C=C1c1ccc(Cl)cc1,-13,-9,0,0.4,13,6,-30,-10,-1,.
Fc1ccc(-c2ccc(CNCc3ccccn3)o2)cc1,1,-8,-3,-0.4,-1,-5,-3,-6,1,0
Cc1ccc(NC(=O)CSc2nc(O)c(Cc3ccccc3)c(=O)n2-c2ccccc2)cc1,21,6,2,2.1,-10,-17,-2,-5,1,-4
CN(C(=O)CSc1n[nH]c(N)n1)C1CCCCC1,-10,-7,-1,-1.5,10,1,-16,35,0,-2
O=C(CCCN1C(=O)c2cccc3cccc(c23)C1=O)N1CCN(c2ccccn2)CC1,-12,8,0,0.3,12,-4,-10,1,-2,-2
COc1ccc(S(=O)(=O)N2CCN(c3ncccn3)CC2)cc1,11,-8,-6,-0.9,-11,-13,2,-22,-4,-4
Nc1cc(=O)[nH]c(SCC(=O)Nc2cccc(Cl)c2)n1,-11,-7,-2,0.9,11,4,0,10,-2,1
CCOC(=O)CSc1nc(C(C)C)nc2ccccc12,0,-2,-6,0.4,0,2,0,24,-1,.
COc1cc(C(=O)OCC(=O)NCCC2=CCCCC2)cc(OC)c1OC,2,-8,-1,-0.3,-2,-7,4,2,-2,-2
CCOC(=O)C(NCc1ccccc1)(NC(=O)c1ccccc1)C(F)(F)F (stereo not drawn),21,-12,-2,-1.0,-21,4,-1,-5,-6,-5
CCOc1cccc(OCCOCCn2cnc3ccccc3c2=O)c1,12,-9,1,-2.2,-12,11,-10,0,7,1
O=C(Nc1nnc(-c2ccccc2)s1)c1cccc(S(=O)(=O)N2CCOCC2)c1,8,-4,4,0.0,-8,-8,-9,3,2,1
COc1ccc(Cl)cc1C(=O)NCC(=O)OCc1ccccc1,24,1,-1,-0.3,-24,-15,-14,0,-2,-7
C/C(=N\NC(=O)c1ccc(Br)cc1)c1cccnc1,16,-11,-5,-0.8,-16,0,1,-15,1,-3
O=C(c1cccc(C(F)(F)F)c1)N1CCOc2ccccc21,-37,-1,-5,-2.6,37,-14,-13,2,-7,-2
O=c1c2[nH]cnc2n(-c2ccccc2)c(=O)n1Cc1ccccc1,10,-4,0,1.8,-10,-4,-5,-8,-4,7
CC(C)(CC(=O)O)CC(=O)O,30,-8,3,0.4,-30,-11,-6,2,4,.
CC(=O)c1cc(C#N)c(SCC(=O)OC(C)(C)C)nc1C,-9,3,1,-1.7,9,0,-6,18,-2,9
COc1ccc(C(CNC(=O)CCNC(=O)c2ccccc2Cl)N2CCCC2)cc1 (stereo not drawn),-18,-7,0,0.4,18,-18,-13,-2,-4,0
COC(=O)C(C)n1nc(C)n(-c2ccc(C)cc2)c1=O (stereo not drawn),16,-9,-1,-0.9,-16,-7,-4,9,5,-1
COC(=O)/C(=C/c1cccc([N+](=O)[O-])c1)NC(=O)c1ccc(OC)cc1,-12,4,-1,-1.8,12,2,-6,11,-5,-1
CCOc1ccc(NC(=O)COc2ccc(C(=O)NCC3CCCO3)cc2OC)cc1 (stereo not drawn),-37,3,0,-0.6,37,-11,1,2,3,-3
Cc1ccc([C@@H]2CC=C(C(=O)O)[C@H](c3ccc(Cl)cc3)N2S(=O)(=O)c2ccccc2C)cc1,17,-10,10,-0.2,-17,2,4,6,-1,.
CC(NC(=O)C(=O)N/N=C\c1ccc([N+](=O)[O-])cc1)c1ccccc1 (stereo not drawn),-1,-1,1,0.4,1,-14,2,-15,-5,0
Clc1ccc(Cl)c(OCCCCN2CCNCC2)c1,12,-3,-2,2.3,-12,-18,-3,-3,4,0
COc1ccccc1C(=O)COC(=O)C1CCN(S(=O)(=O)c2ccc(C)c(C)c2)CC1,-26,2,-6,-1.8,26,2,9,-3,-6,3
COc1ccc(S(=O)(=O)N2CCN=C2SCc2cccnc2)cc1,8,-11,1,15,-8,-5,14,0,3,-1
O=C(Nc1ccc2nc(N3CCOCC3)sc2c1)c1ccc(F)cc1,-25,-6,-1,-1.4,25,-9,-5,13,-2,0
CCOC(=O)c1nn(-c2ccccc2Cl)c(=O)cc1OCC(=O)Nc1cccc(OC)c1,3,-14,-1,1.8,-3,2,-1,1,0,0
C=CCN=Cc1c(C)[nH]n(-c2ccccc2)c1=O,3,-1,0,-0.5,-3,-5,3,-2,-4,4
O=C(NCCCN1CCCC1=O)c1cn(-c2ccccc2)nc1-c1ccccc1,0,-2,-3,0.2,0,1,-1,20,-8,2
C=CCOc1ccc(C=Nc2cccc(Cl)c2)c(O)c1,-26,2,1,-0.5,26,-5,-5,15,-1,2
Cn1cccc1C(=O)NNC(=O)COc1ccc(Br)cc1,7,-2,-1,1.1,-7,-9,-1,-5,-2,.
Cc1ccccc1OS(=O)(=O)c1cn(C)c(=O)n(C)c1=O,5,0,0,1.1,-5,-7,-1,27,1,-4
CC1C(=O)N(Cc2ccc([N+](=O)[O-])cc2)c2ccccc2N1C(=O)c1c(F)cccc1F (stereo not drawn),18,-7,-5,-3.4,-18,8,1,6,-2,-5
CCOC(=O)c1c(NC(=O)CN2CCN(C)CC2)sc(C(=O)Nc2ccccc2)c1C,-17,-8,2,-0.5,17,-4,-21,4,0,-9
Cc1c(C)c2c(OCC(=O)Nc3ccc(CCO)cc3)cc3c(c2oc1=O)CCC(C)(C)O3,-48,-1,-6,1.1,48,5,0,28,2,.
COc1ccc(C(=O)N2CCN(c3ccccc3)CC2)cc1S(=O)(=O)NC1CC1,-1,-5,-2,0.7,1,-14,-13,-18,-3,0
CCC1(c2ccccc2)NC(=O)N(CC(=O)Nc2ccccc2C(=O)NC2CCCC2)C1=O (stereo not drawn),-23,-9,0,-0.3,23,-1,0,20,2,-4
COc1cc(OC)cc(C(=O)Nn2cc(C(=O)N3CCN(C)CC3)c3ccccc3c2=O)c1,3,3,2,-0.4,-3,-10,-14,-7,-5,0
CC(=O)N1c2ccccc2C(CBr)=CC1(C)C,32,-5,1,-0.2,-32,-7,4,6,-2,-1
CCCOP(=O)(OCCC)c1nc(-c2ccccc2)oc1NCc1ccccc1,6,7,-4,0.5,-6,-24,-27,4,-3,4
O=C(CCNC(=O)c1ccc(Br)cc1)NCc1ccncc1,8,-3,0,0.6,-8,0,7,16,2,3
COc1cccc(C2Nc3ccccc3C(=O)N2c2ccc(F)cc2)c1O (stereo not drawn),-9,2,0,1.0,9,-6,-2,1,-1,-3
Cc1ccc(C(=O)OCC(=O)Nc2ncc(Cl)cc2Cl)cc1NC(=O)c1ccco1,-14,-11,2,0.6,14,-5,-6,-7,-2,1
CC1(C)C2CCC(C2)C1(C)NC(=O)CN1CCOCC1 (stereo not drawn),1,4,1,0.5,-1,-20,1,-8,-6,-2
CCOC(=O)C1CCN(c2ccc(C(=O)O)cc2[N+](=O)[O-])CC1,29,-6,1,-0.2,-29,0,0,5,-4,-1
O=C(CSc1ncnc2nc[nH]c12)c1ccc2ccccc2c1,1,-14,1,0.6,-1,-19,-2,-16,-2,-2
CCOC(=O)c1c(C)n(C)c2ccc(OCC(O)CNC(CC)CO)cc12 (stereo not drawn),-55,1,0,-1.2,55,-7,-11,-8,4,4
COCCOC(=O)c1c(C)oc2ccc(OC(=O)c3ccco3)cc12,-9,-2,-9,1.3,9,4,1,2,4,0
COc1ccccc1-n1nnnc1SCC(=O)NCC1(N2CCCCC2)CCCCC1,9,6,2,-0.3,-9,0,-4,4,-1,-2
Cc1ccc2nc(N(CCCN(C)C)C(=O)c3ccc4c(c3)CCCC4)sc2c1,0,-6,-2,-0.4,0,2,1,2,-5,5
Cn1cc(Br)c(C(=O)Nc2ncc(Br)s2)n1,5,3,-1,0.6,-5,-11,-3,4,-6,-2
COC(=O)c1ccc(NC(=O)CN2C(=O)CCC2=O)cc1,4,6,-2,0.6,-4,-11,12,1,-7,.
O=S(=O)(Cc1ccccc1)N1CCN(c2ncccn2)CC1,13,5,0,-0.7,-13,-11,-5,-3,0,-5
CN(C)CCCn1c(=O)n(CCc2ccccc2)c(=O)c2c3c(sc21)CCCCC3,3,3,0,-1.1,-3,-4,5,-17,-1,18
O=C(COc1ccc(Cc2ccccc2)cc1)c1ccc(F)cc1,.,2,-14,-0.5,.,-2,-3,8,2,.
COc1ccc(OC)c(-c2csc(NC(=O)c3ccc4c(c3)OCO4)n2)c1,-69,-5,-7,3.7,69,-9,1,-17,-3,-4
O=[N+]([O-])c1ccc(Cl)c(NC2=NCCCCC2)c1,19,1,0,0.6,-19,26,4,15,5,-2

# Given with values under each structure: 4 of the compounds above.
# Below each compound – SR-BI uptake up	PKA-R2B activ	DAGLB inh	LANA DNA inh	SR-BI HDL uptake	PvdQ inh	Cardiac RTF inh	Arrestin-AP2 inh	Keap1-Nrf2 PPI	NSD2 inh
COC(=O)C(C)n1nc(C)n(-c2ccc(C)cc2)c1=O (stereo not drawn)
 : 16	-9	-1	-0.9	-16	-7	-4	9	5	-1
COC(=O)/C(=C/c1cccc([N+](=O)[O-])c1)NC(=O)c1ccc(OC)cc1
 : -12	4	-1	-1.8	12	2	-6	11	-5	-1
CCOc1ccc(NC(=O)COc2ccc(C(=O)NCC3CCCO3)cc2OC)cc1 (stereo not drawn)
 : -37	3	0	-0.6	37	-11	1	2	3	-3
Cc1ccc([C@@H]2CC=C(C(=O)O)[C@H](c3ccc(Cl)cc3)N2S(=O)(=O)c2ccccc2C)cc1
 : 17	-10	10	-0.2	-17	2	4	6	-1	.

# More records:
SMILES,SR-BI uptake up,PKA-R2B activ,DAGLB inh,LANA DNA inh,SR-BI HDL uptake,PvdQ inh,Cardiac RTF inh,Arrestin-AP2 inh,Keap1-Nrf2 PPI,NSD2 inh
Cc1oc(-c2cccc(Cl)c2)nc1CN1CCCC(C(=O)NCCCN2CCOCC2)C1 (stereo not drawn),9,-5,0,0.5,-9,-3,-1,8,-2,3
Cc1ccc(C(=O)Cn2cccn2)cc1,10,0,-1,-2.8,-10,-13,-8,9,-5,1
CCc1cc2c(SCC#N)ncnc2s1,20,-3,-3,1.2,-20,-3,0,8,2,0
Cc1cc(C)n(CC(=O)NNC(=O)CCCOc2ccc(Cl)cc2C)n1,-1,3,3,-0.6,1,-13,-7,2,-3,3
COc1ccc(S(=O)(=O)N2CCCC2CNC(=O)C(=O)NCc2ccccc2)cc1 (stereo not drawn),-7,-2,3,0.1,7,-4,-9,-3,1,1
COc1ccc2c(c1OC)C(=O)N(c1ncn[nH]1)C2,5,-6,0,0.6,-5,-1,-4,2,-2,1
